Coupling enz: counter-screen for Giardia aldolase inhibitors: coupling enzyme system; hit rate 0.67% among 290,000; coupling enzyme system counterscreen, AmpLite Red fluorescence; AID 2472; activity change, negative = inhibition, % at 58.2 µM, hits read low; in the data active means activity change below about -30%
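Fluorescence at 525 nm excitation and 598 nm emission measured inhibition of the coupled detection system without aldolase. Compounds (at 57.5 uM final) were preincubated 10 min at room temperature with coupling enzyme reagent before a 20 min substrate/AmpLite Red step.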
Eya2 phos inh: inhibitors of human Eya2 phosphatase activity; O00167; hit rate 0.006% among 330,000; recombinant Eya2, OMFP fluorescence dephosphorylation (OMFP is methylfluorescein phosphate); Potency, µM (series often up to 76.9 µM), without a hit: at the highest dose activity, negative = inhibition, hits mostly inhibitors; further: potency means the concentration at half of the fitted maximal effect
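Eya2 (0.2 uM) preincubated 10 min at ambient with compound, then OMFP substrate added at 50 uM; 10 min reaction in 50 mM HEPES pH 7.5, 50 mM NaCl, 5 uM MgCl2, 0.05% BSA, 1 mM DTT. Fluorescence read at Ex 485/Em 525 nm.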
KCNH2 3.1 block: inhibitors of human KCNH2 3.1 potassium channel isoform. hit rate 0.95% among 340,000. U2OS KCNH2 3.1, thallium flux FluxOr; stronger effect = lower value. AID 720553. activity change, % (tested at about 1.8 µM);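 active means maximum activity change below -70%; inconclusive means maximum activity change from -70% to -50%; inactive means maximum activity change above -50%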;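 further: thallium influx rate constant from kinetic fluorescence after stimulation buffer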
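Normalized rate constant (relative to positive and negative DMSO controls) derived from a 2 min kinetic fluorescence read after stimulation; U2OS cells expressing the 3.1 isoform via virus at 1.77 x 10^8 /mL.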
PKM2 act: PKM2 (human) enzyme activation; P14618; purified PKM2, Kinase-Glo ATP luminescence, activation; response scale: 0% is enzyme alone, no compound; Potency, µM (top dose mostly 57.5 µM), for the others: at the top dose activation, usual class: activators; hit rate 0.34% among 260,000; AID 1631; further: potency means the concentration at half of the fitted maximal effect; nearly all actives have a fitted effect of over 55% in size
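hPK-M2, >95% pure; 0.1 mM ADP / 0.5 mM PEP final; imidazole pH7.2 buffer w/ 7 mM MgCl2, 50 mM KCl; 1 h RT; Kinase-Glo lum. Intermediate enzyme activity for dual inhibitor/activator qHTS.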
Giardia kill: Giardia lamblia killing | Giardia lamblia trophozoite viability | hit rate 0.15% among 340,000 | activity change, % at 7.66 µM, hits read low; in the data active means activity change below about -80%; inconclusive means between about -30% and that limit;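 further: parasites exposed to compound for two days anaerobically before the ATP read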
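Giardia trophozoites, 100 cells per well, were exposed to compounds for 48 hrs at 37 deg C under anaerobic conditions; viability was then read as ATP content by bioluminescence after 15-30 min at room temperature.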
BCR signal inh: chronic active BCR signaling inhibition. AID 493014. hit rate 0.05% among 340,000. ABC-DLBCL IkBa-CBG/CBR reporter, luminescence ratio, 4 h. Potency, µM (titrated, usually from 46.1 µM), inactives show at the top dose ratio change, negative = lower green/red ratio, hits mostly inhibitors; active means well fitted inhibition curve with a large enough effect in the signal ratio, with a control signal flat, not every such curve was filed as active; inconclusive means small, poorly fitted or top-dose-only effect, or effect the other way, or a change in a side signal; the % refers to the signal ratio;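 further: potency means the concentration at half of the fitted maximal effect; plate controls were basal doxycycline-induced cells for no effect and cells given 10 µM MG132 for full effect; MG132 reads +100%, hits lower the ratio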
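Cell line TMD8 (human ABC DLBCL), stably expressing tet-inducible CBG68-IkBa fusion and CBR; IMDM/0.5% FBS; cpd up to 46 uM; dox induction, 4 h, 37C/5% CO2; dual luminescence; green/red ratio; MG132 control.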
hERG WT inh: blocks the wildtype human KCNH2 potassium channel; activity change, % at 1.84 µM; hit rate 0.37% among 340,000; U2OS, BacMam KCNH2, thallium flux FluxOr; stronger effect = lower value; Q12809;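 active means maximum activity change below -70%; inconclusive means maximum activity change between -70% and -50%; inactive means maximum activity change above -50%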
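U2OS cells were transduced with wild-type KCNH2 virus (2.03 x 10^8 / mL) for 4 h at room temperature, then cultured overnight at 37 C. Thallium flux was read with FluxOr dye. Rate constants were normalized to DMSO controls.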
B2AR arrestin: beta2AR (human) beta-arrestin recruitment activity. P07550. beta-arrestin recruitment to beta2AR, cell-based reporter. Potency, µM (doses to about 46.1 µM), inactives show top-dose activation, actives largely listed as activators. hit rate 0.02% among 330,000;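 further: potency means the concentration at half of the fitted maximal effect; 0% = DMSO controls and full agonism = EC100 isoproterenol or metaproterenol; nearly all actives have a fitted effect of over 65% in size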
Target sequence (P07550 whole entry, looked up): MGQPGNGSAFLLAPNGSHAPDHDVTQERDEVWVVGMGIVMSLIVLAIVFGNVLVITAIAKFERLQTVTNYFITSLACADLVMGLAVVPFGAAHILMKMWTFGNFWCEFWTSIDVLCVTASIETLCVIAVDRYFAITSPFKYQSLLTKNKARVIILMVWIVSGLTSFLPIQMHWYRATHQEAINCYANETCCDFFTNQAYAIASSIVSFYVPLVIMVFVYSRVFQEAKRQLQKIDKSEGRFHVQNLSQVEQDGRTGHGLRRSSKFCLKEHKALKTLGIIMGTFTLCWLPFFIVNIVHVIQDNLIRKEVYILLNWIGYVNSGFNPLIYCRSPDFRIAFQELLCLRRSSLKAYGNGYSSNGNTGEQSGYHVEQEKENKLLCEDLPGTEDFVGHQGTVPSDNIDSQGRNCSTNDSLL
USP2a block: inhibitors of human ubiquitin-specific protease USP2a; O75604; USP2 core, Ub-CHOP2 coupled fluorogenic reporter, 485/531; Potency, µM (doses to about 38.3 µM), for inactives: at the top dose activity change, negative = inhibition, actives largely listed as inhibitors; hit rate 0.01% among 330,000;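 further: potency means the concentration at half of the fitted maximal effect; plate controls were DMSO wells for no effect and full inhibition by NEM control for full effect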
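USP2 core (10nM final) preincubated 30min RT with compound in 20mM Tris-HCl pH 8.0, 2mM CaCl2, 2mM beta-mercaptoethanol, 0.05% CHAPS; 25nM Ub-CHOP2 plus 25nM reporter substrate added, fluorescence (Ex485/Em531) read after 60min.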
uPA surface inh: cell surface uPA generation inhibition. Potency, µM (titrated, usually from 38.3 µM), for inactives: at the top dose activity change, negative = inhibition, most hits filed as inhibitors. cell surface uPA generation assay, qHTS. AID 540303. hit rate 0.31% among 330,000; active means well fitted inhibition curve with a large enough effect; inconclusive means small, poorly fitted or top-dose-only effect; inactive means no such curve, though single readings can be large or run the other way; tested in mouse RAW 264.7 cells; further: potency means the concentration at half of the fitted maximal effect; nearly all actives have a fitted effect of over 55% in size
GALK inh: inhibitors of human galactokinase; Purified GALK, Kinase-Glo residual ATP luminescence; P51570; Potency, µM (doses to about 57.5 µM), inactives show at the top dose activity change, negative = inhibition, most hits filed as inhibitors; hit rate 0.007% among 270,000; further: potency means the concentration at half of the fitted maximal effect
Target sequence (P51570 whole entry, looked up): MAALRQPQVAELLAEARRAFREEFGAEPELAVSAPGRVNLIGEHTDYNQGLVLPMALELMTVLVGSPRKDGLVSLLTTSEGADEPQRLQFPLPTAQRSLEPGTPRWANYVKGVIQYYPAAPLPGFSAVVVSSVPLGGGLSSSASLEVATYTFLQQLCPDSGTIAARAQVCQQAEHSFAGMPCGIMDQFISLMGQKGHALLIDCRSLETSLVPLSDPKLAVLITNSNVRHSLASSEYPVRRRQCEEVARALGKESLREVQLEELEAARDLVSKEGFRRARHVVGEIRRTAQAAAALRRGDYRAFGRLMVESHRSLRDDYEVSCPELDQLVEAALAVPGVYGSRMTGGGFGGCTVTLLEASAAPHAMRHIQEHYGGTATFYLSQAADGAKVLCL
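Galactose (100 uM) and ATP (35 uM) were turned over by 5 nM GALK for 1 h at RT. Kinase-Glo Plus then converted the remaining ATP into a luminescent signal.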
Active calls of the source: *; i = inactive; ? = inconclusive; . = no result given; [ ] = another dose, or the depositor's remark. Unless noted, the call rests on the fitted dose curve; in most records, active means well fitted curve in the direction sought with a large enough effect; inconclusive means small, poorly fitted or top-dose-only effect, or another doubt; inactive means no such curve, though single readings can be large; an effect the other way counts as inactive or inconclusive. Unless noted, on the % scale 0 is the no-effect control and ±100 the full control effect.

SMILES	Coupling enz	Eya2 phos inh	KCNH2 3.1 block	PKM2 act	Giardia kill	BCR signal inh	hERG WT inh	B2AR arrestin	USP2a block	uPA surface inh	GALK inh
Cc1cc(C)cc(NC(=O)CSc2nnc(CNC(=O)c3cccs3)o2)c1	0	4%	6	-1%	-4	?	3	0.1%	-1%	-3%	-4%
NC(=O)C[N+]1(CC#CC(O)(c2ccccc2)c2ccccc2)CCCC1	-5	-6%	12	-13%	5	4%	-7	-0.1%	4%	4%	-1%
C=CCn1c(SCC(=O)N(CC)CC)nc(O)cc1=O	2	-8%	6	1%	-1	-1%	-9	0.3%	0%	.	4%
CCN(CC)CCn1c(NCc2nc3ccccc3n2Cc2ccccc2)nc2ccccc21	0	10%	?	1%	4	1%	6	-0.6%	4%	-4%	2%
COc1ccc2nc(NC(=S)NC(=O)c3ccco3)sc2c1	3	6%	17	-8%	?	.	-12	0.0%	0%	?	0%
CCCc1nn2c(=O)cc(CSCC(=O)Nc3ccc(C)cc3)nc2s1	2	0%	17	0%[0.46 µM]	-27	5%	0	-0.2%	1%	-7%	-2%
CCn1c(SCC(=O)Nc2cccc(NC(C)=O)c2)nnc1-c1ccco1	-2	1%	5	-5%	-6	-6%	-9	-0.2%	1%	-4%	7%
Cc1csc2ncnc(N3CCN(C(=O)Nc4ccc(OC(F)(F)F)cc4)CC3)c12	2	-2%	2	1%	6	-11%	3	-0.3%	3%	-19%	.
CN(C(=O)C1CCN(S(=O)(=O)c2cccs2)CC1)c1ccccc1	4	-1%	18	-4%	-29	0%	0	0.2%	1%	0%	4%
C[C@H]1C[C@H]2[C@@H]3CCC4=CC(=O)C=C[C@]4(C)[C@@]3(Cl)[C@@H](O)C[C@]2(C)[C@@]1(O)C(=O)CO	3	2%	4	0%	4	?	-4	-1.1%	-3%	-9%	-3%
CCC(=S)/C=C1\Sc2ccccc2N1CCCS(=O)(=O)O	-5	5%	-3	-7%	0	-4%	1	-0.3%	2%	3%	2%
CCN(CCNC(=O)C1CCN(S(=O)(=O)c2cccc3nsnc23)CC1)c1ccccc1	-4	-13%	6	11%	-20	?	-23	0.4%	1%	-2%	-6%
O=C1NC(=S)N/C1=C\c1cccc([N+](=O)[O-])c1	4	8%	3	8%	-14	-10%	3	0.1%	4%	2%	1%
O=[N+]([O-])c1cccc(S(=O)(=O)NCCc2cccs2)c1	-5	1%	14	.	-17	0%	2	-0.6%	4%	-2%	4%
CSc1nnc2c3ccccc3n(CCc3ccccc3)c2n1	-13	12%	-2	-2%	-9	?	2	-0.3%	-7%	-11%	2%
Cc1cc2ccccn2c1C(=O)c1cccc(F)c1	-3	0%	-5	1%	-8	-10%	-1	0.4%	3%	0%	-2%
Cc1cc(C)c2c(CN3CCN(Cc4ccccc4)CC3)cc(=O)oc2c1C	0	2%	-17	.	-15	?	-9	0.8%	1%	-7%	10%
COC(=O)C/C=C/[C@@H](C)[C@@H](/C=N/OC[C@@H](C)[C@H](OCc1ccccc1)C(C)C)NS(=O)(=O)c1ccc(C)cc1	-4	-19%	.	0%	.	-3%	.	-1.0%	1%	.	.
COc1cc(/C=C2\SC(=O)N(CC(=O)Nc3cccc(C)c3)C2=O)cc([N+](=O)[O-])c1O	1	-11%	-5	14%	-21	?	1	0.0%	3%	7%	-11%
CCn1c(SCc2cccc(C(=O)O)c2)nnc1-c1ccc(Cl)cc1	-1	16%	2	1%	6	6%	-4	-0.2%	1%	-9%	0%
CCOc1ccc(-c2csc(NC(=O)CSC3=NC(=O)CN3C(C)=O)n2)c2ccccc12	-1	8%	2	?	2	?	-5	3.1%	3%	-11%	-3%
COc1ccc(CCNC(=O)COC(=O)c2cc3ccccc3oc2=O)cc1OC	.	2%	9	.	-15	?	10	-0.1%	2%	-9%	.
CCOc1cc(/C=N/NC(=O)CSc2nncn2C)ccc1OCc1cccc(C)c1	-3	-23%	-3	-7%	-22	0%	-10	-2.0%	-4%	5%	2%
O=C(Nc1cccc(S(=O)(=O)NC2=NCCC2)c1)c1cnc(Cl)c(Cl)c1	.	1%	-9	.	-13	?	5	-0.4%	3%	9%	.
C/C(CC1(O)C(=O)N(C)c2ccccc21)=N\O (configuration not stated)	2	21%	0	-3%	7	1%	4	0.1%	1%	4%	8%

Only BCR signal inh, hERG WT inh and KCNH2 3.1 block, for some of the entries so far:
SMILES,BCR signal inh,hERG WT inh,KCNH2 3.1 block
C=CCn1c(SCC(=O)N(CC)CC)nc(O)cc1=O,-1%,-9,6
O=C(Nc1cccc(S(=O)(=O)NC2=NCCC2)c1)c1cnc(Cl)c(Cl)c1,?,5,-9

Individual results from the list.
Under B2AR arrestin, CCC(=S)/C=C1\Sc2ccccc2N1CCCS(=O)(=O)O reads -0.3%
Under Coupling enz, C[C@H]1C[C@H]2[C@@H]3CCC4=CC(=O)C=C[C@]4(C)[C@@]3(Cl)[C@@H](O)C[C@]2(C)[C@@]1(O)C(=O)CO reads 3

Other structures:
SMILES	Coupling enz	Eya2 phos inh	KCNH2 3.1 block	PKM2 act	Giardia kill	BCR signal inh	hERG WT inh	B2AR arrestin	USP2a block	uPA surface inh	GALK inh
O=C(CC1NCCN(Cc2ccccc2)C1=O)Nc1ccccc1 (configuration not stated)	-2	-1%	9	-35%	10	0%	-2	-1.0%	0%	-1%	.
O=C(NNC(=O)c1cc(OCC(F)(F)F)ccc1OCC(F)(F)F)c1cccc(C(F)(F)F)c1	-2	-10%	18	-15%	9	5%	-1	-0.1%	0%	12%	-5%
COc1ccc(N2CCN(C(=O)CSc3ccc(C)cc3)CC2)cc1	2	10%	10	-2%	-25	?	3	-0.1%	4%	3%	4%
O=C(O)c1ccc2c(c1)C(=O)N(Cc1ccc3c(c1)OCO3)C2=O	30	-19%	-10	-3%	13	?	2	0.2%	2%	0%	4%
OCCOCCOc1ccccc1OCCOCCO	3	-12%	6	3%	11	-16%	4	0.3%	0%	-4%	0%
CC(=O)OCCOc1nc(NC(C)C)nc(NC(C)C)n1	2	3%	1	-1%	-23	0%	2	-1.9%	4%	2%	.
Cc1ccc(C)c(NC(=O)C2CCN(S(=O)(=O)c3ccc4c(c3)NC(=O)CO4)CC2)c1	.	4%	-14	.	-12	3%	-8	0.0%	3%	3%	-11%
COc1ccc(S(=O)(=O)N(CC(=O)NC2CC2)c2ccc(C)cc2)cc1	1	2%	13	?	10	7%	2	0.5%	2%	3%	1%
COc1ccc(NS(=O)(=O)c2cccc3cccnc23)cc1OC	-2	-12%	-4	.	5	6%	-3	-1.0%	-2%	-4%	.
CCCCNC(=O)OCCNC(=O)NC	2	10%	-6	0%	-9	-9%	4	-0.1%	1%	4%	1%
O=C(NNC(=O)c1ccccc1-n1cccc1)c1ccc(Cl)cc1	1	6%	?	-11%	3	14%	-7	-1.2%	3%	-2%	-1%
COC(=O)c1ccccc1NC(=O)CN(C)Cc1ccccc1	-1	-2%	0	-5%	7	2%	i	0.1%	-6%	-1%	-2%
N#Cc1ccccc1Cn1cc(/C=N/Nc2ccc([N+](=O)[O-])cn2)c2ccccc21	-1	?	-4	12%	0	?	-6	-0.1%	-1%	3%	-1%
CCOC(=O)c1ccc(-c2ccc(C3Nc4ccccc4C(=O)N3O)o2)cc1 (configuration not stated)	0	2%	2	5%	-5	0%	-8	-0.6%	0%	-9%	3%

Full records, looked up by structure.
Cc1ccc(C)c(NC(=O)C2CCN(S(=O)(=O)c3ccc4c(c3)NC(=O)CO4)CC2)c1 as listed: Coupling enz = .; Eya2 phos inh = 4%; KCNH2 3.1 block = -14; PKM2 act = .; Giardia kill = -12; BCR signal inh = 3%; hERG WT inh = -8; B2AR arrestin = 0.0%; USP2a block = 3%; uPA surface inh = 3%; GALK inh = -11%
O=C(NNC(=O)c1cc(OCC(F)(F)F)ccc1OCC(F)(F)F)c1cccc(C(F)(F)F)c1 as listed: Coupling enz = -2; Eya2 phos inh = -10%; KCNH2 3.1 block = 18; PKM2 act = -15%; Giardia kill = 9; BCR signal inh = 5%; hERG WT inh = -1; B2AR arrestin = -0.1%; USP2a block = 0%; uPA surface inh = 12%; GALK inh = -5%
COc1ccc(NS(=O)(=O)c2cccc3cccnc23)cc1OC as listed: Coupling enz = -2; Eya2 phos inh = -12%; KCNH2 3.1 block = -4; PKM2 act = .; Giardia kill = 5; BCR signal inh = 6%; hERG WT inh = -3; B2AR arrestin = -1.0%; USP2a block = -2%; uPA surface inh = -4%; GALK inh = .

Screens deposited in PubChem BioAssay by National Center for Advancing Translational Sciences (NCATS).
